Assay outcomes deposited in PubChem BioAssay by several laboratories.
Bim-Bcl-B = inhibitors of Bim-Bcl-B interaction, human. 0.073% of 190,000 active. bead-based flow cytometry, Bim peptide-Bcl-B binding. inhibition, % at 10 µM. Q9HD36. AID 951;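 further: 0% = tracer peptide without compound and 100% = reference inhibitor peptide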
Target sequence (Q9HD36 whole entry, looked up): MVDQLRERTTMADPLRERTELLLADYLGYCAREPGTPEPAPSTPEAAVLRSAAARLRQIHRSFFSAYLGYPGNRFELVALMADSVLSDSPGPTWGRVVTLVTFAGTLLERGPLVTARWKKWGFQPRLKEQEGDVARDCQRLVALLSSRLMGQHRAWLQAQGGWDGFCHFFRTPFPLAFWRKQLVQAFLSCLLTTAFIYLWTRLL
Bcl-W Bim block = human Bim-Bcl-W interaction inhibition. Q92843. bead-based flow cytometry, Bim peptide-Bcl-W binding. inhibition, % at 10 µM. 0.02% of 190,000 active;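 further: 0% = bound tracer without compound and 100% = peptide blocker; higher means less fluorescent Bim peptide bound to Bcl-W beads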
Target sequence (Q92843 whole entry, looked up): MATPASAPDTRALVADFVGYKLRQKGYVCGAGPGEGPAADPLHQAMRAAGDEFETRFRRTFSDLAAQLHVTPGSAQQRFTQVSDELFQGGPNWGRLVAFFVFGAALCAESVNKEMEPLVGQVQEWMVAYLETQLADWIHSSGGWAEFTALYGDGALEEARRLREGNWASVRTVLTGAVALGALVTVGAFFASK
RGS4-Gao reg = human RGS4-Galphao interaction regulation; P09471; Multiplexed bead flow cytometry, RGS4-Galphao binding; actives lie on both sides; binding response (% of control), % at 10 µM; 0.33% of 220,000 active; AID 1415; in the data active means binding response below about 49% or above about 150%; inactive means in between;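 further: fluorescent Galphao activated with aluminum fluoride binding bead-coupled RGS4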
Bcl-2 Bim block = disrupts Bim peptide binding to human Bcl-2. P10415. Bead-based flow cytometry, Bim peptide-Bcl-2 binding. inhibition, % at 10 µM. 0.06% of 190,000 active. AID 950; in the data active means inhibition above about 40%; inconclusive means no clear call, values can overlap the other calls;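 further: 0% = no compound wells with probe peptide and 100% = reference peptide inhibitor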
Target sequence (P10415 whole entry, looked up): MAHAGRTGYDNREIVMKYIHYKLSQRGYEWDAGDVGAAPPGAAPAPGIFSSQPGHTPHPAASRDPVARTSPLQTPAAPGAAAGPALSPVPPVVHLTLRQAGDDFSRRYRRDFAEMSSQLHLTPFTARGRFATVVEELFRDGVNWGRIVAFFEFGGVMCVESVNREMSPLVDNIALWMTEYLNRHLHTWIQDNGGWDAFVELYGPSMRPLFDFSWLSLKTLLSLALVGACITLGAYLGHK
Bfl-1 Bim block = human Bim-Bfl-1 interaction inhibition; Q16548; Bead-based flow cytometry, Bim-Bfl-1 binding inhibition; inhibition, % at 10 µM; 0.12% of 190,000 active; AID 1008;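 further: 0% = wells without compound plus tracer and 100% = blocker peptide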
Bim-Bcl-XL = inhibitors of Bim-Bcl-XL interaction, human | 0.04% of 190,000 active | inhibition, % at 10 µM | Q07817 | AID 1007 | Bim peptide-Bcl-XL binding, bead flow cytometry, fluorescence
RGS8-Gao = regulators of human RGS8-Galphao interaction; multiplexed bead flow cytometry, RGS8-Galphao binding; actives lie on both sides; response (percent of control binding), % at 10 µM; P09471; 0.34% of 220,000 active; in the data active means response below about 60% or above about 140%; inactive means in between;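 further: Galphao activated as the GDP aluminium fluoride complex binding bead-coupled RGS8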
Mcl1-Noxa inh = Mcl-1/Noxa interaction inhibition; inhibition, % at 21.7 µM; 1.5% of 220,000 active; TR-FRET Mcl-1/Noxa peptide binding, 2 h; AID 1022; Q07820;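 active means compounds that cut the protein-peptide binding signal by more than 50% relative to plate controls in a single-dose test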;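 further: His-tagged Mcl-1 with rhodamine Noxa BH3 peptide and terbium anti-His antibody; 0% = Mcl-1 plus Noxa peptide wells and 100% = peptide-only wells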
Target sequence (Q07820 whole entry, looked up): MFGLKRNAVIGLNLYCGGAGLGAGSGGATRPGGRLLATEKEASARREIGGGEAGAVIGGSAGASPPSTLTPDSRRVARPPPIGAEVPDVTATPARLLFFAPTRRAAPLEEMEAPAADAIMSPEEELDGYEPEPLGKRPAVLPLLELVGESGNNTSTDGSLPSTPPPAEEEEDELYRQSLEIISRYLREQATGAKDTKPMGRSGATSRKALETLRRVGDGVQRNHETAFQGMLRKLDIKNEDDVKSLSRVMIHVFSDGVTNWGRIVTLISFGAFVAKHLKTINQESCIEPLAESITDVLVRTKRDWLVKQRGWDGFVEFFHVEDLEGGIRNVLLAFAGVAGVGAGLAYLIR
RGS7-Gao reg = human RGS7-Galphao interaction regulation | binding response (% of control), % at 10 µM | Multiplexed bead flow cytometry, RGS7-Galphao binding; actives lie on both sides | 0.35% of 220,000 active | AID 1439 | P09471; in the data active means binding response below about 49% or above about 150%; inconclusive means no clear call, values can overlap the other calls; inactive means in between;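 further: fluorescent Galphao held in activated GDP-AlF4 state binding bead-coupled RGS7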
Mcl-1 Bim block = inhibitors of Bim-Mcl-1 interaction, human. Q07820. inhibition, % at 10 µM. 0.1% of 190,000 active. Bead-based flow cytometry, Bim peptide-Mcl-1 binding;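 further: 0% = no compound tracer wells and 100% = peptide blocker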
Mcl1-Bid inh = Mcl-1/Bid interaction inhibition; 0.97% of 220,000 active; inhibition, % at 21.7 µM; TR-FRET Mcl-1/Bid-Dy647 peptide binding, 1536-well; AID 1021; Q07820;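 active means compounds that cut the binding signal by more than half at the single screening dose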;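 further: His-tagged Mcl-1 with europium anti-His antibody binding Bid BH3 peptide; 0% = Mcl-1 plus peptide wells and 100% = peptide-only wells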
* marks the source's active call; other numbers are inactive results; ? = inconclusive; nt = not tested or not shown. Unless noted, no stated cut-off is given here; in the data, active means inhibition above about 40%.

SMILES	Bim-Bcl-B	Bcl-W Bim block	RGS4-Gao reg	Bcl-2 Bim block	Bfl-1 Bim block	Bim-Bcl-XL	RGS8-Gao	Mcl1-Noxa inh	RGS7-Gao reg	Mcl-1 Bim block	Mcl1-Bid inh
Brc1ccc(-c2c[n+]3c(n2-c2ccccc2)SCC3)cc1	nt	nt	94	nt	nt	nt	106	1	?	nt	-22
Fc1ccc(C2CC(c3cccs3)=NN2C(=S)Nc2ccccc2)cc1 (centres undefined)	-21	-10	100	1	-1	-3	103	-6	103	-8	-24
OC(COCc1ccccc1)CN1CCc2ccccc2C1 (centres undefined)	-5	-2	102	-3	-2	-3	100	-1	102	-3	-2
Cn1ccc(=NC=C(C#N)C#N)c2ccccc21	-4	-1	99	0	-6	-2	100	-2	99	-1	-16
COc1ccc(-n2nc3cc(C)c(N)c(Br)c3n2)cc1	-5	1	101	0	39	4	98	89*	97	2	-28
O=C(Nc1cc2c3c(c1)C1CCCC1CN3CC1CCCC21)c1ccccc1 (centres undefined)	-7	1	98	-6	-6	-4	98	46	97	-3	-8
O=S(=O)(Nc1ccc2c(c1)nc1n2CCOC1)c1ccccc1	-8	-2	99	-13	-6	-4	104	20	98	0	24
COC(=O)/C(C#N)=C/c1cc(C)sc1C	nt	nt	104	nt	nt	nt	102	-7	?	nt	-20
CC1CCCN(CC(O)COc2ccc(Cl)cc2)C1 (centres undefined)	-1	5	111	2	-4	0	110	23	110	-1	-13
CCN1C(=O)c2cccc3c(NC(=O)c4cccc(N5C(=O)CCC5=O)c4)ccc1c23	-2	-3	98	0	-2	-2	97	11	100	-2	-1
COc1cc(OC)c(C2=NOC(C(=O)NCc3cccs3)C2)cc1Cl (centres undefined)	-2	1	97	0	-6	-1	99	8	96	1	-4
CC(C)c1ccc(NC(=O)C2=NNC(=O)CC2)cc1	nt	nt	98	nt	nt	nt	97	-1	?	nt	0
CCOC(=O)CCC(=O)Nc1cccc([N+](=O)[O-])c1	-2	-1	101	-1	-1	-2	106	13	103	-1	-7
O=C(CNc1cccc(S(=O)(=O)N2CCOCC2)c1)N1CCc2ccccc21	nt	nt	98	nt	nt	nt	101	-1	?	nt	-74
O=C(Nc1nc(-c2ccccc2)c(-c2ccccc2)s1)c1ccc(S(=O)(=O)N2CCCC2)cc1	7	3	93	1	1	0	95	nt	95	2	-29
Cc1c(/C(O)=C2/C(=O)C(=O)N(CCN3CCOCC3)C2c2cccs2)cnn1-c1ccccc1 (centres undefined)	-2	0	100	2	-1	0	127	17	99	-4	-85
CCN(CC)S(=O)(=O)c1ccc(N/N=C/c2ccc(O)cc2O)nc1	-1	1	101	2	3	1	102	-41	103	3	-47
O=C(NC(=S)NNC(=O)c1ccc(Cl)cc1Cl)c1cccnc1	-10	-1	100	0	1	-5	100	-15	102	-6	-71
CC1CCN(C(=O)c2ccc(NC(=O)C3CCCO3)cc2)CC1 (centres undefined)	-5	0	102	-4	-9	0	103	-7	98	1	-8
Cc1nc2ccccc2nc1NS(=O)(=O)c1ccc(N)cc1	nt	nt	92	nt	nt	nt	99	-2	?	nt	-7
COC(=O)c1c(NC(=O)CC2SC(N)=NC2=O)sc2c1CCCC2 (centres undefined)	2	-1	99	0	0	0	99	10	101	1	-11
COc1cc(OC)nc(NC(=O)CCl)n1	-5	-4	101	-11	-14	-7	100	-2	100	-5	-30
CCOCCCNC(=O)c1ccccc1OC1CCN(S(C)(=O)=O)CC1	-5	-1	99	-6	-7	0	103	-9	100	0	-20
CC[n+]1c(/C=C/N(C)c2ccccc2)oc2ccc(Cl)cc21	12	18	105	23	25	24	103	9	104	18	-15
O=C(CSc1ccc(C(F)(F)F)cc1[N+](=O)[O-])Nc1ccccc1	-7	0	99	-7	-12	-6	103	0	103	-3	-12
COc1ccc(-n2c(=O)c3ccccc3n(CC(=O)NC3CCCC3)c2=O)c(OC)c1	-5	-3	102	-7	-10	-6	101	-4	99	0	2
Nc1nc(N2CCOCC2)cc(=O)[nH]1	-1	-1	94	-1	-2	2	92	3	97	-2	-37
O=C(c1cn(-c2ccccc2)nc1-c1ccc(Cl)s1)N1CCOCC1	0	0	105	-1	0	2	102	-3	100	-1	-2
O=C(c1cccnc1)c1cccnc1	-1	0	100	0	0	-1	103	10	100	0	-20
CC(C)(C)C(=O)/C=C/Nc1ccccc1O	-5	4	96	-4	-5	0	98	2	96	0	-69

Random excerpt: two records from the list
SMILES	Bim-Bcl-B	Bcl-W Bim block	RGS4-Gao reg	Bcl-2 Bim block	Bfl-1 Bim block	Bim-Bcl-XL	RGS8-Gao	Mcl1-Noxa inh	RGS7-Gao reg	Mcl-1 Bim block	Mcl1-Bid inh
CC(C)(C)C(=O)/C=C/Nc1ccccc1O	-5	4	96	-4	-5	0	98	2	96	0	-69
O=C(c1cn(-c2ccccc2)nc1-c1ccc(Cl)s1)N1CCOCC1	0	0	105	-1	0	2	102	-3	100	-1	-2

Following part:
SMILES	Bim-Bcl-B	Bcl-W Bim block	RGS4-Gao reg	Bcl-2 Bim block	Bfl-1 Bim block	Bim-Bcl-XL	RGS8-Gao	Mcl1-Noxa inh	RGS7-Gao reg	Mcl-1 Bim block	Mcl1-Bid inh
Cc1cc(C)c2c(n1)sc1c(-c3ccccc3)c(C#N)c(N)nc12	-10	0	98	2	4	-3	100	-17	102	-2	-14
COc1cc(S(=O)(=O)N2CCOCC2)ccc1NC(=O)COc1ccc(N(C)S(=O)(=O)c2ccc(C)cc2)cc1	-11	-1	101	-1	0	1	103	-10	100	5	15
CC(C)n1nnnc1-c1ccc(Cl)cc1	-3	-2	94	-2	-4	-5	97	11	?	0	-18
CCOc1cc2c(cc1C=O)OC(C)C2 (centres undefined)	0	0	101	0	-8	-2	104	-1	106	4	-7
Cc1ccc2cccc(Oc3cnccn3)c2n1	-9	-1	99	-7	-15	-1	100	-16	99	2	-15
O=C(Nc1ccccc1)c1cc(S(=O)(=O)N2CCOCC2)cs1	-1	1	97	0	-2	-1	97	9	100	2	-36
CC1(c2ccc(Cl)cc2Cl)OCC(Cn2ccnc2)O1 (centres undefined)	0	2	101	1	-8	0	100	23	100	1	80*
Cc1ccc(CNC(=O)COC(=O)c2ccc(S(=O)(=O)N(C)C)cc2)cc1	-1	0	102	0	-2	0	102	4	100	0	-5
CCOC(=O)N1CCC(N2CCCC(C(=O)c3cc(C)c(OC)c(C)c3)C2)CC1 (centres undefined)	-4	-1	97	-5	-5	-2	101	15	96	0	-20
CCC(=O)O[C@@H]1CC(=O)O[C@H](C)CC=CC=C[C@@H](O)[C@H](C)C[C@H](CC=O)[C@H](O[C@H]2O[C@H](C)[C@@H](O[C@H]3C[C@@](C)(O)[C@@H](OC(=O)CC)[C@H](C)O3)[C@H](N(C)C)[C@H]2O)[C@H]1OC	nt	nt	103	nt	nt	nt	101	9	?	nt	-49
Cc1cc(Cl)ccc1OCC(=O)NCCCn1ccnc1	0	-2	100	-1	0	-2	96	8	105	0	-3
CCCc1cc(-c2n[nH]c(=S)n2C(C)c2ccccc2)cs1 (centres undefined)	-10	-1	102	-5	-7	-2	101	17	102	-2	17
Cc1ccc(NC(=O)COC(=O)c2cccc3c2C(=O)c2ccccc2C3=O)c(C)c1	-8	-2	98	-5	-7	-3	98	6	99	-1	-5
Cc1c(N=Cc2nc3ccccc3[nH]2)c(=O)n(-c2ccccc2)n1C	-6	4	99	-5	-8	0	100	12	101	2	-53
Cc1ccc(OCCCCNC(C)(C)C)c([N+](=O)[O-])c1	-7	-3	98	-5	-10	-4	98	16	94	-2	36
Cc1ccc(Cc2cc(-c3ccc(C)cc3)n[nH]c2=O)cc1	nt	nt	109	nt	nt	nt	100	29	?	nt	20
Cc1ccc(OCC(O)CNS(=O)(=O)c2ccccc2C(=O)N2CCCCC2)cc1 (centres undefined)	-5	0	102	-3	0	-2	101	15	100	-1	-5
CC(C)CC(NC(=O)OC(C)(C)C)c1cn([C@@H](CCCCNC(=O)OC(C)(C)C)C(=O)N2CCN(C(=O)OC(C)(C)C)CC2)nn1 (some centres undefined)	-4	0	95	0	-3	0	101	0	99	2	-4
O=C(Cn1cnc2cc([N+](=O)[O-])ccc2c1=O)Nc1ccccc1-c1ccccc1	nt	nt	101	nt	nt	nt	101	-3	?	nt	-12
COc1cc(OC)cc(C(=O)Nc2c(C)nn(-c3ccccc3)c2C)c1	-3	-4	100	-4	-4	-4	100	10	98	-3	-15
Cc1nn(C)c(Cl)c1CN1CCN(C2CCCC2)C(CCO)C1 (centres undefined)	0	3	105	-1	2	-2	131	-3	108	-4	-41
O=C(Nc1ccc(Cl)cc1C(=O)NCc1cccnc1)c1ccc(Cl)cc1Cl	-13	-4	97	-11	-14	-13	96	-6	99	-6	1
CCOC(=O)c1ccc(NC(=O)CCc2ccc(CC)o2)cc1	-5	3	99	-8	-8	-3	99	13	100	-1	-13
COc1ccc(C2C3=C(CCCC3=O)Nc3nc(SCc4ccccc4)nn32)cc1OC (centres undefined)	-9	0	104	-11	-16	-5	102	10	104	-5	-24
Cc1cccc(-c2ncc(CN3CCCC(CO)(Cc4cccc(Cl)c4)C3)cn2)c1 (centres undefined)	-4	-2	104	-6	-7	-3	104	-3	99	2	-31
Cc1c(C(=O)Nc2ccc3c(c2)OCO3)sc2nc(-c3ccccc3)cn12	-11	-3	99	-12	-14	1	100	7	100	-2	-8
CCN(CC)S(=O)(=O)c1csc(C(=O)NC2CCCCC2)c1	-9	-1	106	-11	-13	-13	108	13	106	-3	8
COc1cc(OC)cc(C(=O)Nc2cccc(N3CCCC3)c2)c1	-5	4	104	1	8	0	102	24	105	-1	-66
CC(C)(C)C(=O)Nc1nnc(SCC(=O)NCc2cccs2)s1	-1	-3	109	-2	0	-1	106	-3	110	-3	-15
O=C(Nc1cc2c(cc1Br)OCCO2)c1cccs1	0	0	101	0	-1	0	103	12	98	2	-17
Cc1ccsc1-c1nc(CN(C)C(C2CC2)C2CC2)c(C)o1	-2	0	107	-4	-7	0	107	10	122	0	-51
Cc1cc(Cl)ccc1OCC(=O)NCCCCc1ccccc1	-17	-7	100	-8	-13	-11	102	8	99	-7	22
O=C(O)CSCC(=O)NCc1csc2ccc(Cl)cc12	nt	nt	100	nt	nt	nt	99	23	?	nt	-4
O=c1cccccc1NN=C1CCCCCC1	nt	nt	98	nt	nt	nt	95	12	?	nt	-54
CCCCOc1[nH]c2nc(-c3ccco3)n(Cc3ccco3)c(=N)c2c1C#N	-1	-2	97	2	0	-1	99	6	99	-2	-12
Cc1[nH]n(-c2ccccc2)c(=O)c1C(c1ccc(C(=O)O)cc1)c1c(C)[nH]n(-c2ccccc2)c1=O	-1	-2	95	0	2	-3	100	28	91	-1	0
Cc1c(C)[n+](=O)c(-c2ccco2)c(C)n1[O-]	-1	0	105	2	-1	1	101	-5	103	0	-2
O=C(COC(=O)c1cc(-c2cccs2)nc2ccccc12)NCc1ccco1	-6	4	97	-4	0	1	94	50	89	3	-7
CCOC(=O)c1nn(-c2ccc(Cl)cc2)cc1O	nt	nt	97	nt	nt	nt	100	4	?	nt	-128
CSc1nnc(-c2sc3cc(C(F)(F)F)cnc3c2-c2ccccn2)n1C	-4	2	110	-10	-16	-9	105	10	107	0	-17
